Screens (PubChem BioAssay)
DAGLB inhibitor: diacylglycerol lipase beta (human) inhibition; Q8NCG7; HEK293T DAGLB membrane lysate, EnzChek fluorogenic substrate; inhibition, % at 5.17 µM; 340,000 tested, 0.059% active; AID 504411; in the data active = inhibition above about 34%;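 note: 0% = enzyme with vehicle and 100% = wells lacking enzyme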
Target sequence (Q8NCG7 whole entry, looked up): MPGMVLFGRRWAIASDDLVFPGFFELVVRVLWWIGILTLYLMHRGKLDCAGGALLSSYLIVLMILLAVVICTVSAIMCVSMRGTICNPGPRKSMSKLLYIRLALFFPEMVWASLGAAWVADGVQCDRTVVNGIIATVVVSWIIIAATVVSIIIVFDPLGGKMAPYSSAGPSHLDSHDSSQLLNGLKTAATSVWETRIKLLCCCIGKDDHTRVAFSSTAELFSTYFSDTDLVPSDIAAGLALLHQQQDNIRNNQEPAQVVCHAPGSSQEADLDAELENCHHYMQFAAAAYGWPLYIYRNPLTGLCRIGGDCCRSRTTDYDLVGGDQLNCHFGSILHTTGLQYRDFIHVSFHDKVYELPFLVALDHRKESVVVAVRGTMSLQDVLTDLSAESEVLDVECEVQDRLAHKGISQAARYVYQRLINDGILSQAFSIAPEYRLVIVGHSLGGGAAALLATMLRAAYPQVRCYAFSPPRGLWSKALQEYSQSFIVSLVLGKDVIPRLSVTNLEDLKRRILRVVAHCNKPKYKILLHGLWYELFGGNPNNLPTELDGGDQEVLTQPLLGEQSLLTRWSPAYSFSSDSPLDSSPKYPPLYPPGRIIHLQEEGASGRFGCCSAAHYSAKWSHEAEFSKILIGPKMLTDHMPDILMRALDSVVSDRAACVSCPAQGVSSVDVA
HTR5A inv ag: HTR5A inverse agonism, opioid heterodimer counter-screen; HTR5A cell line, luminescence; inhibition, % at 9.3 µM; 340,000 tested, 0.083% active; in the data active = inhibition mostly above about 23%, no sharp cut-off; inactive = mostly below about 18%;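 note: 0% = cells with DMSO and 100% = no-cell wells with DMSO; some compounds called inactive have numbers as strong as hits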
HTR5A ag ctr: activates human HTR5A in OPRM1-OPRD1 agonist counter-screen; HTR5A agonist assay, luminescence, cell-based; activation, % at 9.3 µM; 340,000 tested, 0.61% active; in the data active = activation mostly above about 9.5%, no sharp cut-off; inactive = mostly below about 7.6%;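 note: 0% = cells with vehicle only and 100% = reference agonist; strong numbers were not always called active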
E coli growth: counter-screen for AddAB inhibitors: E. coli growth inhibition; 330,000 tested, 0.27% active; AID 449728; inhibition, % at 11.9 µM; E. coli V3065 growth, OD600 absorbance, 18 h;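 active = inhibition above the campaign's mean inhibition across all tested compounds plus 3 SD, cut at about 9.9% in these data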;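 note: uninfected addAB+ strain grown without phage in ampicillin broth; 0% = DMSO wells and 100% = ciprofloxacin 0.95 µg/ml wells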
PKA-R1A act: activates the PKA-R1A holoenzyme complex. PKA-R1A dissociation, Cy5-IP20 fluorescence polarization; scaled: DMSO 0%, 113 µM cGMP 100%. 340,000 tested, 0.083% active. activation, % at 11.4 µM. AID 504707;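 active = percent activation above the mean of all tested compounds plus 3 SD, cut at about 19% in these data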;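 note: higher means more PKAc released from R1A so a rise in polarization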
phage Ecoli inh: E. coli growth loss with phage present; growth absorbance; inhibition, % at 11.9 µM; 360,000 tested, 0.26% active; AID 651602; in the data active = inhibition above about 11%
PKA-R2B act: activators of human PKA-R2B complex; PKA-R2B holoenzyme dissociation, Cy5-IP20 fluorescence polarization; R2B truncated from residue 108, S112A mutant; 0% DMSO only, 100% 113 µM cGMP; 340,000 tested, 0.079% active; activation, % at 11.4 µM; P22694+P31323; AID 504700;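 active = activation above a cutoff set at the mean over all compounds plus 3 SD, cut at about 18% in these data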;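 note: higher means more holoenzyme dissociation and a rise in polarization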
Target sequence (P31323 whole entry, looked up, other chains not shown, the tested form may be a part): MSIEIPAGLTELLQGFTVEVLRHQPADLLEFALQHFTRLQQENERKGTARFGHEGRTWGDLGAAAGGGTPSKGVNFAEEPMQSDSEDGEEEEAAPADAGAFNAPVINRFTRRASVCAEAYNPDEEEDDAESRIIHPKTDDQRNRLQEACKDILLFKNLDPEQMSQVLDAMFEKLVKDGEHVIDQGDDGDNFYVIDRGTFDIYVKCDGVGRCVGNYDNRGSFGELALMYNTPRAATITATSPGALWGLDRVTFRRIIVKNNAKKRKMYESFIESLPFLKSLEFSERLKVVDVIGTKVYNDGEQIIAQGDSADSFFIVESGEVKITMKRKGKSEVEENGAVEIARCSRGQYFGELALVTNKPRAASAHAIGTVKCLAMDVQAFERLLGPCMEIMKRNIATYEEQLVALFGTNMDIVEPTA
AddAB inh: less growth of phage-infected E. coli with AddAB; inhibition, % at 11.9 µM; E. coli expressing H. pylori AddAB, absorbance growth; 330,000 tested, 0.29% active; AID 435030; in the data active = inhibition above about 12%;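 note: 0% = vehicle wells of infected cells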
Mot1-301 SUMO: inhibitors of SUMOylation pathway: yeast Mot1-301 growth rescue; growth rescue, % at 18.8 µM; S. cerevisiae Mot1-301 growth rescue, ATP luminescence, 38.5C; percent above DMSO median, 100 means doubled; 320,000 tested, 1% active;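 active = every valid replicate shows activation above 250% relative to neutral control wells; inactive = the rest, any valid replicate at or below 250%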;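 note: OY570 slx delta 5 strain wells were the positive control but not used for scaling; some compounds called inactive have numbers as strong as hits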
Tat export inh: E. coli Tat transport inhibition. E. coli MC4100 TorA-mCherry Tat export, fluorescence. inhibition, % at 10 µM. 340,000 tested, 0.036% active;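 active = mean replicate inhibition at least 50% and at least half of replicates individually reaching 50%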;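 note: exported cargo escapes ClpAP degradation while cytoplasmic cargo is degraded and loses fluorescence; 0% = median of neutral control wells and 100% = median of NaSCN control wells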
CDK5 inh: blocks human CDK5/p35 kinase activity | inhibition, % at 10 µM | 330,000 tested, 0.01% active | AID 488839 | Recombinant CDK5/p35, ADP-Glo luminescence, 60 min | Q00535+Q15078;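 active = highest replicate inhibition of at least 50% and at least 75% of replicates reaching 50%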;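 note: plate controls were DMSO neutral control for no effect and GW8510 at 10 µM for full effect; many of its hits are not listed in these tables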
Starred values were filed as active, the others as inactive; · = not tested or not shown.

#	SMILES	DAGLB inhibitor	HTR5A inv ag	HTR5A ag ctr	E coli growth	PKA-R1A act	phage Ecoli inh	PKA-R2B act	AddAB inh	Mot1-301 SUMO	Tat export inh	CDK5 inh
1	Nc1nc(SCc2ccc(Cl)c(Cl)c2)n[nH]1	4	16	-7	-2.5	1	2.9	-8	-1.3	-22	0	-0.3
2	Cc1ccc(C)c(CN2C(=O)NC3(CCCCCC3)C2=O)c1	-1	14	-5	1.8	-17	1.5	-6	2.8	12	-12	0.9
3	CCOc1ccc2nc(NC(=O)CSc3ccccc3)sc2c1	-4	-1	0	-1.2	-12	0.0	10	-0.4	13	-5	0.2
4	CC/C(C)=N/NS(=O)(=O)c1ccc(C)c([N+](=O)[O-])c1	-3	-31	11	0.0	1	5.4	-1	3.3	19	-1	0.8
5	C#CCNCCS(=O)(=O)N(Cc1ccc(Br)cc1)[C@@H](C)C(=O)O	-2	-4	1	-0.9	-1	3.7	5	1.9	·	-1	0.2
6	CCCNC(=O)c1ccc(N2CCC3(CC2)CC(c2ccccc2)=NO3)c([N+](=O)[O-])c1	9	-22	2	-0.7	6	3.8	-2	2.8	273	0	0.7
7	CC1CCN(c2nc3ccccn3c(=O)c2C=O)CC1	4	10	-4	0.2	-7	2.7	3	1.0	0	23	-3.3
8	Cc1c(C)c2ccc(OCC(=O)N3CCC(C(=O)O)CC3)cc2oc1=O	0	-12	3	-1.5	-5	0.2	-6	0.2	7	-2	-0.4
9	O=C(NC1CCCc2ccccc21)C1CCCC1 (stereo unspecified)	-1	-17	4	0.2	-4	1.2	0	2.4	330	-1	0.4
10	Cc1ccc(-c2nn(-c3ccccc3)cc2C(=O)Nc2cccc(S(=O)(=O)N3CCOCC3)c2)cc1	-4	12	-2	1.0	-6	2.1	2	4.7	-18	2	-1.5
11	COc1ccc(OC)c(C(=O)CSc2nnc(-c3cccnc3)n2C)c1	-2	-21	9	-0.2	3	-1.6	6	0.3	-11	8	-0.9
12	CCCCP(=O)(c1ccccn1)c1ccccn1	-1	-43	4	·	0	1.9	-4	·	·	16	0.3
13	O=C(COC(=O)c1cc(=O)c2ccccc2o1)Nc1ccccc1F	0	-15	4	-4.1	-7	2.5	7	-0.8	31	-1	-0.1
14	Cc1cc(Cl)ccc1NC(=S)NCCC(c1ccccc1)c1ccccc1	-4	-9	2	13*	0	3.0	-2	11	-36	10	-2.5
15	COCCNC(=O)CN(C(=O)Cn1nnc2ccccc21)c1cc(C)cc(C)c1	-1	-9	4	-0.8	-2	2.7	-4	2.8	-3	-4	-0.6
16	CCNC(=O)CC1SC(=Nc2cccc3ccccc23)N(C)C1=O (stereo unspecified)	0	0	0	-0.4	-7	3.7	-1	-2.4	-18	-2	-1.3
17	CNC(=O)c1ccc2nc(NC(C)=O)sc2c1	0	-12	-3	0.9	-4	2.0	-11	4.2	-12	-1	1.5
18	CCO[C@H]1OC(C(=O)O)=C[C@@H](c2cn(C(C)=O)c3ccccc23)[C@@H]1CCCO	3	-25	0	0.2	-6	0.3	-10	-1.6	4	-5	2.5
19	O=C(NCC(c1ccco1)N1CCCC1)c1ccc(-n2cccn2)cc1 (stereo unspecified)	-1	4	-1	1.9	-8	2.2	-7	2.2	-4	5	0.4
20	CCOCCCN(C(=O)c1snc(C(N)=O)c1N)C(C(=O)NC1CCCC1)c1ccc(O)c(OC)c1 (stereo unspecified)	-2	-11	4	1.1	2	2.8	-1	5.2	-23	-3	-2.1
21	CC(C)(CNS(=O)(=O)c1ccc(Cl)cc1)N1CCCCC1	-2	20	-2	-0.3	-1	1.7	-2	2.4	9	1	1.2
22	O=C(CCNC(=O)c1ccc(Br)cc1)Nc1cccc(S(=O)(=O)N2CCCC2)c1	2	0	6	2.6	-11	0.5	-3	1.4	-5	4	0.1
23	O=C(Nc1nccs1)C1(c2ccc(Cl)cc2)CC1	-3	35	1	0.0	-3	2.7	12	-0.9	-11	-5	-1.0
24	CCNC(=O)CCSc1nnc(-c2ccncc2)o1	1	-17	-5	1.1	-4	1.6	-4	5.1	105	-11	-0.7
25	CC(=O)Nc1ccc(S(=O)(=O)N2CCN(Cc3cccc([N+](=O)[O-])c3)CC2)cc1	·	·	·	1.1	·	1.4	·	2.1	-18	2	-3.9
26	CCCNC(=S)Nc1ccccc1	0	-1	0	-0.9	2	0.4	-11	-0.7	4	-1	-2.2
27	O=C(c1ccccc1)c1cc(-c2ccccn2)c(N2CCOCC2)s1	-1	6	-2	-1.6	-10	4.2	-1	3.6	-10	0	-0.7
28	COc1ccc(-c2c(-c3ccsc3)oc(=O)c3cc(OC)c(OC)cc23)cc1	-6	-61	23*	1.1	-6	3.0	9	0.6	-5	8	5.2
29	CN(/C(=N\S(=O)(=O)c1ccccc1)C(F)(F)F)c1ccccc1	2	9	5	-0.2	-12	-0.6	-5	5.5	6	-2	-1.4
30	Cc1c(Cl)c([N+](=O)[O-])nn1CC(=O)NCc1cccnc1	4	-6	2	2.1	0	4.2	3	4.6	100	-7	0.0
31	CCOc1ccc(OCc2cccc(C(=O)N3CCCC3)c2)cc1	-2	-25	2	1.2	-9	0.4	0	-1.2	18	4	0.0
32	CCOc1ccccc1OCCCC(=O)NNC(=O)c1ccc(F)cc1	-4	25	-6	-3.0	-3	3.3	-7	-0.6	·	-13	0.7
33	O=C(NCCN1CCOCC1)C(=O)NCC1OCCN1S(=O)(=O)c1ccccc1 (stereo unspecified)	1	-2	-5	-0.2	1	0.7	5	0.0	3	-5	0.7
34	O=C(NCc1ccco1)C1CCN(S(=O)(=O)N2CCOCC2)CC1	-3	-5	2	-2.1	1	1.1	-4	0.4	-8	3	0.5
35	CCC1COCCS(=O)(=O)N1Cc1ccccc1F (stereo unspecified)	2	-2	1	3.2	-7	2.2	-14	2.7	-8	25	-2.0
36	Cc1nc(-c2cccc(NC(=O)c3cccs3)c2)cs1	1	-15	4	-0.8	-11	1.9	5	-0.8	-10	-2	0.0
37	Cc1ccc(Cn2c(SCC(=O)Nc3cc(C)on3)nc3ccccc3c2=O)cc1	-2	-5	2	-1.1	3	4.5	11	2.3	18	1	1.0
38	O=c1c2c(-c3cccs3)csc2ncn1-n1cccc1	-5	10	2	0.4	-7	2.6	-5	-0.5	-6	3	0.2
39	COc1ccc(OC)c(NC(=O)CSc2nnnn2C2CCCC2)c1	-2	-7	-1	·	-7	0.9	-4	·	·	3	-2.8
40	COc1ccc(OC)c(NC(=O)CSc2nc(-c3ccccc3)cc(=O)[nH]2)c1	2	4	-1	-0.8	6	-0.4	0	2.2	371	3	1.0
41	CC1CCCCN1C(=O)CSc1nnc(-c2c[nH]c3ccccc23)o1 (stereo unspecified)	-3	8	-3	-0.8	2	-0.9	-9	0.1	0	7	-0.3
42	O=C1C=C(N(CCO)Cc2ccccc2)c2ccccc2C1=O	-6	4	2	·	-5	·	3	·	·	-11	1.5
43	Cc1ccc(S(=O)(=O)NNC(=O)/C=C/c2cccc(F)c2)cc1	1	-21	6	1.3	0	0.3	-4	-0.4	22	1	-0.3
44	CSc1nsc(SC)c1CO	0	-6	2	-2.0	-4	-1.3	-5	-4.2	-35	7	0.0
45	Cn1c(=O)[nH]c(=O)c2c1nc(N1CCN(C(=O)c3ccco3)CC1)n2CCCSc1ncccn1	-1	2	-1	·	0	1.9	-2	·	·	-2	1.2
46	Cc1ccc(-n2nc(C(=O)c3ccccc3)n3c(=O)cc(-c4ccccc4)nc23)cc1	-2	-1	-8	1.4	-14	1.0	-7	2.5	9	-4	1.1
47	CCN(CC)C(=O)C1CCN(S(=O)(=O)c2ccc(-n3cnnn3)cc2)CC1	0	-7	0	-0.5	-8	6.9	-1	0.4	103	1	-1.2
48	CCCCNS(=O)(=O)c1ccc2nc(-c3cccnc3)cc(C(=O)NCCOC)c2c1	-1	-18	1	-0.6	-1	0.9	0	-0.3	-20	-1	0.6
49	O=C1C[C@@H]2c3c(cccc3CN1Cc1ccc(Cl)cc1)C[C@@H](O)[C@H]2O	2	-2	0	·	0	1.9	-2	·	·	-8	2.3
50	Cc1cn2c(-c3cccnc3)nnc2s1	-1	-8	3	-1.1	-3	3.9	0	1.4	280	-10	0.4
51	COCCn1c(SCC(=O)NCC(c2ccccc2)N(C)C)nc2sc3c(c2c1=O)CCC3 (stereo unspecified)	-2	15	-6	·	1	-1.3	-7	·	·	7	-3.5
52	COc1cc(/C=C2\SC(=S)N(CC(=O)NC(C)(C)C)C2=O)cc(OC)c1OC	0	-7	3	·	-2	2.8	-13	·	·	4	-2.4
53	Cn1c(C(=O)N2CCC(C(N)=O)CC2)cc2c(=O)n(C)c3ccccc3c21	0	4	-1	-0.5	-2	1.4	6	1.6	-7	5	-0.2
54	O=c1[nH]c(CSc2ncnc3sc(-c4ccccc4)cc23)nc2ccccc12	-1	-4	2	2.6	7	2.7	-10	-0.5	113	5	-1.3
55	O=C(CSc1ncnc2c1oc1ccccc12)NC1CCCC1	-1	-2	-3	-1.3	0	-0.8	-5	1.6	12	5	-1.0
56	O=C(COC(=O)c1cc(=O)[nH]c2ccccc12)NC1CCCCCCC1	-1	-14	-1	-1.6	2	0.5	4	-0.8	87	2	0.7
57	CCOc1ccc(-c2cccc(NC(=O)c3ccco3)c2)nn1	0	17	-5	1.5	4	4.9	-5	-1.1	-12	3	-0.5
58	Cc1cccnc1NC(=O)c1ccc(NS(=O)(=O)c2ccc3[nH]c(=O)[nH]c3c2)cc1	-1	32	-1	-0.3	3	0.3	4	0.9	126	5	0.5
59	Oc1ccc(/C=N/n2c(-c3ccco3)csc2=Nc2cccnc2)c(O)c1	6	-18	-3	-1.0	-2	2.5	-9	1.8	-7	10	-1.8
60	O=c1c(C=Nc2cccc(C(F)(F)F)c2)c[nH]n1-c1cccc(Cl)n1	1	4	2	-1.1	-10	-0.5	4	0.3	-17	-5	0.4

(further entries)
#	SMILES	DAGLB inhibitor	HTR5A inv ag	HTR5A ag ctr	E coli growth	PKA-R1A act	phage Ecoli inh	PKA-R2B act	AddAB inh	Mot1-301 SUMO	Tat export inh	CDK5 inh
61	COc1ccc(CSCCc2n[nH]c(=S)n2-c2ccccc2)cc1	1	-14	0	1.8	-4	0.9	11	1.0	76	14	1.9
62	CCc1c(C(=O)N/N=C/c2ccc(OCc3ccc(F)cc3)c(OC)c2)nnn1-c1nonc1N	0	8	-2	3.2	-10	3.1	-5	4.7	6	13	1.7
63	CCOCCCNS(=O)(=O)c1ccc(NC(=O)c2ccccc2)cc1	0	-41	-1	2.4	-3	-0.6	1	3.2	10	-1	-2.0
64	CCOP(=O)(c1c(F)c(F)c(F)c(F)c1F)C(O)c1ccccc1 (stereo unspecified)	1	4	2	2.3	5	-1.3	-3	4.3	5	-3	-0.8
65	O=C(NCc1ccccc1)C1(CC2CC(c3ccccc3)=NO2)CCNCC1 (stereo unspecified)	0	-16	-1	0.9	17	2.2	-3	1.1	-19	3	0.1
66	COc1ccc(N2CCN(C(=O)c3ccc4c(c3)OCO4)CC2)cc1	1	-16	6	1.2	12	1.3	-10	-0.5	-16	-2	1.0
67	CC(=O)OCC1=C(C(=O)O)N2C(=O)C(NC(=O)Cn3nc(C(F)F)c(Cl)c3C)C2SC1 (stereo unspecified)	-4	17	-5	-0.2	-3	4.1	5	-1.7	48	-7	-5.4
